Screens as filed in PubChem.
HTR5A inv ag: HTR5A inverse agonism, opioid heterodimer counter-screen; inhibition, % at 9.3 µM; P47898; HTR5A cell line, luminescence; 340,000 tested, 0.083% active; AID 504634; in the data active means inhibition mostly above about 23%, no sharp cut-off; inactive means mostly below about 18%;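 further: 0% = cells with DMSO and 100% = no-cell wells with DMSO; some compounds called inactive have numbers as strong as hits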
DSG3 Ab inh: inhibitors of pemphigus antibody binding to human desmoglein-3 | binding (percent of control), % at 10 µM | P32926 | DSG3-coupled beads, scFv-anti-DSG3-GFP binding, flow cytometry; stronger effect = lower value | 310,000 tested, 0.48% active;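 active means binding more than 3 SD below its plate's average and above zero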;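 further: hits lower antibody fragment binding to DSG3; some compounds called inactive have numbers as strong as hits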
DAGLB inhibitor: diacylglycerol lipase beta (human) inhibition; Q8NCG7; HEK293T DAGLB membrane lysate, EnzChek fluorogenic substrate; inhibition, % at 5.17 µM; 340,000 tested, 0.059% active; AID 504411; in the data active means inhibition above about 34%;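 further: 0% = enzyme with vehicle and 100% = wells lacking enzyme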
Target sequence (Q8NCG7 whole entry, looked up): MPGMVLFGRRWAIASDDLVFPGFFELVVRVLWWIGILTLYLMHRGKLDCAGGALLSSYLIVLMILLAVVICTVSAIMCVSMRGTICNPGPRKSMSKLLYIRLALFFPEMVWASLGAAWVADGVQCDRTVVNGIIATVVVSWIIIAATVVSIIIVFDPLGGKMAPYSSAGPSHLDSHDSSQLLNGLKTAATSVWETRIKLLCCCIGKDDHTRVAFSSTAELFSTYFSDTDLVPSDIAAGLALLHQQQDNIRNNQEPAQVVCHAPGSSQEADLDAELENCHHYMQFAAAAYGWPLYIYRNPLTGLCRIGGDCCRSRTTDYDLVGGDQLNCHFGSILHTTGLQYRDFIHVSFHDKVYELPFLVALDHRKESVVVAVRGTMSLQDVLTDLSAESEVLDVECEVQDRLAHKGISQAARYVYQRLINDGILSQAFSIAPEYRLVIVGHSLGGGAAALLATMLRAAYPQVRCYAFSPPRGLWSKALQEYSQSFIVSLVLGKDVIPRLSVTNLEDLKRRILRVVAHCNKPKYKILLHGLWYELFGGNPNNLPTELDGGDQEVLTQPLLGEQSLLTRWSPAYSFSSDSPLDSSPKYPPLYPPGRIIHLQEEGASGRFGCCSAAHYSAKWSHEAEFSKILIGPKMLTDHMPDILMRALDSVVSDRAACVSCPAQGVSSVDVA
OPRM1-OPRD1 inv: inverse agonist of human OPRM1-OPRD1 heterodimerization; P35372+P41143; cell-based MOR-DOR heterodimer luminescence, inverse agonism; inhibition, % at 9.3 µM; 340,000 tested, 0.21% active; AID 504357; in the data active means inhibition above about 22%, passing the limit was not always enough;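 further: 0% = cells with DMSO and 100% = wells without cells with DMSO; values of inactives mirror those of a sister screen read the other way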
PKA-R2B act: activates the human PKA-R2B holoenzyme complex | P22694+P31323 | PKA-R2B holoenzyme dissociation, Cy5-IP20 fluorescence polarization; R2B truncated from residue 108, S112A mutant; 0% DMSO only, 100% 113 µM cGMP | activation, % at 11.4 µM | 340,000 tested, 0.079% active | AID 504700;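 active means activation above a cutoff set at the mean over all compounds plus 3 SD, cut at about 18% in these data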;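 further: higher means more holoenzyme dissociation and a rise in polarization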
Target sequence (P31323 whole entry, looked up, other chains not shown, the tested form may be a part): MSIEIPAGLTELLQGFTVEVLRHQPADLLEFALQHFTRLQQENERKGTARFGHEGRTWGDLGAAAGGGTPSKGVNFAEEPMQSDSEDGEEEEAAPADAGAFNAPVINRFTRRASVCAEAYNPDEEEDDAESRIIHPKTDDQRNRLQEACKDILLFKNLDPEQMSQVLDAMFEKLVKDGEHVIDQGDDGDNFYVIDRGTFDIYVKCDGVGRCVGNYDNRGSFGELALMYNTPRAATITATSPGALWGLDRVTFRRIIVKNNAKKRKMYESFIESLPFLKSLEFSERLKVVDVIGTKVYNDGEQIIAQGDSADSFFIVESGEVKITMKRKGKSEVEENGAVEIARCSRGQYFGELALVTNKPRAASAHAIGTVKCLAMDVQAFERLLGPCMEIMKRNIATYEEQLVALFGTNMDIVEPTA
OPRM1-OPRD1 ag: agonists of human mu-delta opioid receptor heterodimerization; cells, OPRM1-OPRD1 heterodimerization, luminescence; activation, % at 9.3 µM; 340,000 tested, 0.3% active; in the data active means activation above about 18%;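 further: 0% = vehicle-treated cells and 100% = reference agonist; values of inactives mirror those of a sister screen read the other way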
V-ATPase pH: yeast V-ATPase proton transport regulation by pHLuorin; S. cerevisiae, pHLuorin cytosolic pH fluorescence; response, % at 10 µM; 350,000 tested, 0.37% active; in the data active means response mostly above about 7.3%, no sharp cut-off; inactive means mostly below about 5.4%; further: actives read high; inactives centre near 0; some compounds called inactive have numbers as strong as hits; reference of the scale not given here
HTR5A ag: HTR5A agonism, opioid heterodimer counter-screen. HTR5A agonist assay, luminescence, cell-based. activation, % at 9.3 µM. 340,000 tested, 0.61% active; in the data active means activation mostly above about 9.5%, no sharp cut-off; inactive means mostly below about 7.6%;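 further: 0% = cells with vehicle only and 100% = reference agonist; strong numbers were not always called active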
PKA-R1A act: activates the PKA-R1A holoenzyme complex. P00514+P68181. activation, % at 11.4 µM. 340,000 tested, 0.083% active. PKA-R1A dissociation, Cy5-IP20 fluorescence polarization; scaled: DMSO 0%, 113 µM cGMP 100%;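 active means percent activation above the mean of all tested compounds plus 3 SD, cut at about 19% in these data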;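 further: higher means more PKAc released from R1A so a rise in polarization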
Arrestin-AP2 inh: blocks beta-arrestin peptide binding to AP2 adaptin; 340,000 tested, 0.31% active; inhibition, % at 10 µM; FITC-arrestin peptide / GST-AP2 beads, flow cytometry; AP2 beta2 appendage carries R879A mutation;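 active means inhibition above a set limit, near 3 SD of compounds lacking own fluorescence, cut at about 54% in these data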;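 further: plate controls were DMSO wells for no effect and 5 µM unlabelled arrestin peptide for full effect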
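Material – AP2 appendage R879A on GSH beads · Buffer or medium – PBS with 0.05% Tween 20 and 0.1% BSA · Probe or stimulus – fluorescein-tagged arrestin peptide at 50 nM final · Incubation – compound with beads 12 min RT, then probe 1 h RT · Detection – high-throughput flow cytometry of beads, ex 488, em 535 nm · Evaluation – percent response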
An asterisk follows results filed as active; / = no result given. An unsorted share of the library; overall some 2.4% were active at least once.

SMILES | HTR5A inv ag | HTR5A ag | OPRM1-OPRD1 inv | Arrestin-AP2 inh | V-ATPase pH | PKA-R1A act | DAGLB inhibitor | PKA-R2B act | OPRM1-OPRD1 ag | DSG3 Ab inh
COc1ccc(-c2csc(C)n2)cc1Br | 19 | -1 | -8 | 0 | 4 | 0 | -5 | 0 | 1.7 | 116
O=C(NC1CCCC1)c1cccnc1N1CCCCCC1 | -5 | -1 | 13 | 5 | -2 | -10 | -3 | -16 | -2.3 | 97
CC(=O)C1=C(C)NC(=O)NC1c1ccc(Cl)cc1 (configuration not stated) | 5 | 4 | 16 | -11 | -1 | 8 | 2 | -2 | -3.3 | 80
O/N=C(\c1ccccc1)c1nccc2ccccc12 | -2 | 1 | 9 | 7 | -3 | 2 | -1 | -9 | -1.7 | 104
CC1(C)CC(=O)C=C(NCCCN2CCCC2=O)C1 | -4 | 1 | 8 | -9 | 0 | -5 | 1 | 3 | -1.8 | 105
O=c1oc2ccccc2c(O)c1CN1CCCCC1 | -15 | 5 | 1 | 4 | 2 | 3 | 10 | -3 | -0.2 | 105
N#C/C(=C\c1cn(-c2ccccc2)nc1-c1ccccc1)S(=O)(=O)c1ccccc1 | -10 | 2 | 13 | -1 | -1 | -10 | 0 | -3 | -2.5 | 124
COCCn1c(=S)[nH]c2ccccc21 | -19 | -3 | 11 | -44 | -2 | -5 | 0 | 7 | -2.2 | 102
CCOC(=O)C1=C(O)/C(=C/c2ccc(-c3ccccc3C(=O)O)o2)SC1=Nc1ccc(C)cc1 | -14 | 13* | 5 | 16 | 6 | -1 | 6 | 12 | -1.0 | 71*
CSc1nsc(SCC(=O)N2CCN(c3ccccc3)CC2)n1 | 15 | 2 | -10 | 10 | 5 | 9 | -3 | 1 | 2.2 | 108
COc1ccc(OC)c(CN2CCN(C(=O)[C@@H](NC(=O)c3cccc(C)c3)C(C)C)CC2)c1 | 7 | -3 | 5 | 2 | 2 | 0 | 1 | 7 | -1.2 | 103
Cc1ccccc1CSc1nnc(C)c(=O)[nH]1 | -8 | 3 | 8 | -8 | -2 | -4 | 2 | 11 | -1.4 | 88
Cc1ccc(-c2csc(N3CCC[C@@H]3C(=O)NCCn3c(-c4ccncc4)nc4ccccc43)n2)cc1 | / | / | / | 5 | -2 | -2 | -1 | 1 | / | 110
Cc1ccc(NC(=O)Cc2nnc(SCC(=O)c3ccc(Br)cc3)n2C)cc1 | -17 | 3 | -15 | -17 | 2 | -9 | -2 | 2 | 2.7 | 95
CCOc1ccc(S(=O)(=O)N2CCN(C(=O)c3cc([N+](=O)[O-])ccc3N3CCOCC3)CC2)cc1 | -10 | 4 | -20 | 24 | 1 | -9 | -2 | -1 | 4.9 | /
O=c1[nH]c(C(Cl)(Cl)Cl)nc2ccc3ccccc3c12 | 10 | -4 | 10 | 29 | 4 | -9 | 12 | -10 | -1.7 | 106
COc1ccc(CCNc2nc(C)cc(=O)[nH]2)cc1OC | 14 | 4 | 5 | 3 | -3 | 4 | 0 | 9 | -1.0 | 105
NNC(=O)CNC(c1ccccc1)c1cc(Cl)ccc1NC(=O)c1ccccc1 (configuration not stated) | -1 | 0 | -6 | -3 | -1 | 2 | 0 | 4 | 1.4 | 101
CCCCN(C)CCCNC(=O)c1cc(-c2cccnc2)nc2ccccc12 | 3 | -1 | 14 | -21 | -3 | -3 | -1 | 5 | -3.1 | 106
Cc1ccc(OCC(=O)c2c[nH]c3ccccc23)c([N+](=O)[O-])n1 | 20 | -3 | 4 | -10 | 6 | -4 | 0 | -2 | -0.7 | 96
O=C(CCC(=O)c1cccs1)NNC(=O)c1cccc(Cl)c1 | -12 | -2 | 22 | 23 | -5 | -5 | -5 | 2 | -4.5 | 104
CCn1c(CSc2nnc(-c3ccncc3)n2CCOC)nc2cc(C(=O)O)ccc21 | -1 | 0 | 10 | -2 | -2 | 14 | 1 | 5 | -1.9 | 102
CCCCc1ccc(NC(=O)CN(C)CC(=O)Nc2ccccc2Cl)cc1 | -7 | 2 | -16 | -8 | 2 | -13 | -7 | -15 | 3.6 | 96
COc1cc(/C=N/NC(=O)CCc2n[nH]c(=O)[nH]c2=O)ccc1O | -31 | 1 | 14 | 5 | -1 | -16 | 0 | 1 | -2.6 | 97
Brc1ccc(-c2nc3c4ccccc4ccn3c2Cc2ccccc2)cc1 | / | / | / | / | 1 | 4 | -14 | 2 | / | 108

Structural class, the compounds so far with a COOH group (two)
SMILES | HTR5A inv ag | HTR5A ag | OPRM1-OPRD1 inv | Arrestin-AP2 inh | V-ATPase pH | PKA-R1A act | DAGLB inhibitor | PKA-R2B act | OPRM1-OPRD1 ag | DSG3 Ab inh
CCOC(=O)C1=C(O)/C(=C/c2ccc(-c3ccccc3C(=O)O)o2)SC1=Nc1ccc(C)cc1 | -14 | 13* | 5 | 16 | 6 | -1 | 6 | 12 | -1.0 | 71*
CCn1c(CSc2nnc(-c3ccncc3)n2CCOC)nc2cc(C(=O)O)ccc21 | -1 | 0 | 10 | -2 | -2 | 14 | 1 | 5 | -1.9 | 102

Continued:
SMILES | HTR5A inv ag | HTR5A ag | OPRM1-OPRD1 inv | Arrestin-AP2 inh | V-ATPase pH | PKA-R1A act | DAGLB inhibitor | PKA-R2B act | OPRM1-OPRD1 ag | DSG3 Ab inh
COc1cc(OC)cc(-c2nc(=S)n3ccsc3n2)c1 | 17 | 1 | 7 | -6 | 5 | 1 | 2 | -10 | -1.2 | 98
C/C(=N\NC(=O)CN(c1ccc(Oc2ccccc2)cc1)S(C)(=O)=O)C(C)(C)C | 6 | -1 | -3 | 3 | -1 | 2 | 0 | 6 | 0.5 | 111
CC(=O)NC1C(OC(=O)/C=C/c2ccccc2)OC(COC(C)=O)C(OC(C)=O)C1OC(C)=O (configuration not stated) | 1 | 2 | 15 | -14 | 0 | -2 | 0 | -2 | -3.0 | 102
COc1ccc(N2CCN(C(CNC(=O)C(=O)NCCCn3ccnc3)c3cccnc3)CC2)cc1 (configuration not stated) | -4 | -3 | 9 | -6 | 1 | -14 | 1 | -13 | -1.3 | 111
O=C(NN1CCOCC1)NC12CC3CC(CC(C3)C1)C2 | 18 | 4 | 5 | -1 | 0 | -5 | -1 | -6 | -1.1 | /
COc1ccccc1N1C(=O)c2ccc(C(=O)Nc3ccc(F)cc3)cc2C1=O | -6 | 2 | 1 | 42 | 1 | 2 | -5 | -2 | -0.2 | 93
COc1ccc(OC)c(NC(=O)C2CCCN2C(=O)NC2CCCCC2)c1 (configuration not stated) | 0 | 0 | -6 | 27 | 1 | 1 | 1 | -3 | 0.7 | 94
Cc1cccc(C)c1NC(=O)COC(=O)CSc1nnc(N)s1 | 8 | -1 | 4 | -6 | -2 | -3 | -1 | -1 | -0.9 | 109
CC(C)C(=O)NNc1ccc(C(F)(F)F)cn1 | 3 | -3 | 2 | 36 | -2 | -12 | -2 | -14 | -0.5 | 92
NC(=O)CSc1nc2c(sc3ccccc32)c(=O)n1CCCC(=O)NCC1CCCO1 (configuration not stated) | -9 | 3 | 5 | 9 | -1 | -4 | -2 | -4 | -1.0 | 100
O=C(CCS(=O)(=O)c1ccc(F)cc1)N1CCN(c2ccccc2)CC1 | -3 | 2 | -2 | -4 | 0 | -1 | 3 | -12 | 0.3 | 104
COc1ccc(N2C(=O)C3C4C=CC(C5CC45)C3C2=O)c([N+](=O)[O-])c1 (configuration not stated) | 1 | 1 | 6 | 1 | 1 | 0 | -2 | 4 | -1.0 | 105
Nc1nonc1/C(=N/O)N1CCCC1 | -4 | -1 | 9 | -4 | 7 | 2 | 0 | 2 | -1.6 | 102
Cc1ccc(C)c(NC(=O)COC(=O)c2cccc(S(=O)(=O)N3CCCCC3)c2)c1 | -4 | 1 | -3 | 25 | -1 | -6 | 3 | 3 | 0.5 | 93
Fc1ccc(NC(=S)Nc2cc(-c3ccccc3)[nH]n2)cc1Cl | -18 | 3 | -57 | -4 | 0 | 1 | 1 | 3 | 12 | /
Cc1cc(OCC(=O)Nc2cc(-c3nn4c(C)nnc4s3)ccc2C)ccc1Cl | 7 | -2 | 6 | -13 | 1 | 4 | 1 | -2 | -1.2 | 120
CCCCNCCCCOc1ccccc1 | -21 | 2 | 14 | -4 | 0 | -6 | -1 | -6 | -2.4 | 100
O=C(COc1ccc(S(=O)(=O)N2CCCC2)cc1)Nc1ccc2c(c1)OCCO2 | -10 | 4 | 10 | -2 | -2 | -2 | -1 | -8 | -2.1 | 104
CC(C)CN(C(=O)C1CCCO1)c1c(N)n(CC(C)C)c(=O)[nH]c1=O (configuration not stated) | -8 | 1 | 13 | -10 | 5 | -7 | 2 | 9 | -2.0 | 102
O=C(COc1ccccc1)NS(=O)(=O)c1ccc(Cl)cc1 | -10 | 12* | 9 | 0 | 6 | 4 | 2 | 7 | -1.7 | 96
CCOC(=O)N1CCN(c2ccc(N3C(=O)CCCC3=O)cc2[N+](=O)[O-])CC1 | 7 | -2 | 7 | 7 | -4 | -7 | 0 | -14 | -1.3 | 98
O=C(COC(=O)c1cccc(Cl)c1)Nc1cccc(S(=O)(=O)NC2=NCCC2)c1 | -2 | -4 | 5 | 4 | -1 | -2 | -1 | -3 | -1.3 | 115
Cc1ccc(Nc2nc(N)c([N+](=O)[O-])c(N3CCOCC3)n2)cc1C | 3 | -1 | -20 | 3 | -6 | -5 | 2 | 1 | 3.8 | 141
O=C(Nc1ncc(Cc2ccc(Cl)cc2Cl)s1)c1ccc([N+](=O)[O-])cc1 | -4 | -3 | -10 | 11 | -4 | -4 | 0 | 10 | 1.5 | 92
O=C(NC(Cc1ccc(O)cc1)C(=O)N=Nc1c(O)[nH]c2ccccc12)c1ccccc1 (configuration not stated) | -8 | 2 | 14 | 6 | 2 | 12 | 1 | -1 | -2.8 | 91
CCOC(=O)c1c(NC(=O)CSc2c[nH]c3ccccc23)sc2c1CCCC2 | 11 | 6 | -13 | -3 | 1 | -3 | -10 | 4 | 2.4 | 90
CCOC(=O)CSc1nc2ccccc2c(=O)n1C | 14 | -5 | 16 | 0 | 1 | -1 | -2 | 12 | -2.8 | 107
Cc1c(NC(=O)CN2CCCC(C)C2)ccc2nsnc12 (configuration not stated) | 2 | -1 | 17 | -20 | -3 | 7 | -3 | -3 | -3.2 | 99
CCC1CCCCN1C(=O)CCc1nnc(Cc2c[nH]c3ccccc23)o1 (configuration not stated) | 13 | -7 | -3 | -7 | 6 | -11 | -1 | -11 | 0.4 | 112
COC(C(=O)Nc1ccnn1C1CCN(Cc2ccc(C)s2)CC1)c1ccccc1 (configuration not stated) | 2 | 4 | 11 | 1 | 1 | 5 | 0 | 9 | -2.0 | /
COc1ccc(CCNC(=O)c2cc(S(=O)(=O)N3CCOCC3)ccc2N2CCCC2)cc1OC | -35 | 12 | 8 | -11 | -1 | 3 | -2 | -5 | -1.2 | 95
